# mHtt clearance – clearance of mutant huntingtin inclusions, primary screen, imaging, HeLa Exon1htt(103Q)mCFP, confocal imaging. aggregate imaging; zero = plate's median compound well. inhibition, % at 1.5 µM. 47,000 tested, 0.42% active;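 active = inhibition of aggregate fluorescence above about 70%, also judged a hit by eye on the cell image, limit read from the data, passing the limit was not always enough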;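 also: cells exposed to compound for three days before fixation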
# mHtt clearance grain fraction – also measured in mHtt clearance; calls as there; fraction fluorescence in grains; measured here: aggregate grain fluorescence fraction; stronger effect = lower value;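 scaled fraction of total cell fluorescence in grains with unit not stated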
# Starred values were filed as active, the others as inactive. Some of the compounds tested, so the mix of outcomes need not match the whole.
SMILES,mHtt clearance,mHtt clearance grain fraction
CCN(CC)CCOC(=O)C1(c2ccccc2)CCCC1,14,17
